PhoP inhibition = PhoP-dependent GFP reporter repression – Salmonella Typhimurium, primary screen (AID 1863) | S. Typhimurium PhoP-regulated promoter GFP reporter, 4 h; higher % means a stronger effect | inhibition, % at 50 µM; hits with a dose series show IC50 in µM | 300,000 tested, 0.16% active;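 active = inhibition over 29.93%, a cutoff 3 SD above the screen mean, later confirmed by dose response; inconclusive = inhibition over 29.93% but no dose response follow-up; inactive = inhibition at most 29.93% or unconfirmed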;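 also: 0% = low Mg2+ inducing control and 100% = high Mg2+ repressing control; strong numbers were not always called active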
HIV fusion peptide = inhibitors of HIV fusion peptide binding, primary screen, biochemical, uHTS, fluorescence dequenching (AID 1986) | 290,000 tested, 0.3% active | cell-free peptide binding, fluorescence dequenching, 30 min; higher % means a stronger effect | inhibition, % at 20 µM, or IC50 in µM where a hit was titrated; in the data active = inhibition mostly above about 52%, no sharp cut-off; inactive = mostly below about 76%; also: some results filed as inactive read as strong as hits
LYP phosphatase = inhibitors of LYP phosphatase, biochemical, fluorescence intensity, uHTS (AID 1779) | recombinant LYP phosphatase, fluorescence intensity; higher % means a stronger effect | one-dose inhibition, % at 11.5 µM; IC50 in µM for titrated hits | 290,000 tested, 0.054% active;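 also: plate controls were vehicle with enzyme for no effect and no enzyme for full effect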
KOR beta-arrestin-1 = KOR antagonists, beta-arrestin recruitment, cell-based, luminescence, uHTS (AID 1778). 290,000 tested, 0.091% active. KOR beta-arrestin recruitment, luminescence, antagonist mode; higher % means a stronger effect. inhibition, % at 10 µM, or IC50 in µM where a hit was titrated; also: strong numbers were not always called active
Siah-1 displacement = Siah-1 peptide-binding antagonists, primary screen, biochemical, fluorescence polarization, rhodamine-plectin, uHTS (AID 1817). displacement, % at 20 µM, or IC50 in µM where a hit was titrated. 290,000 tested, 0.02% active. Siah-1 / rhodamine-plectin peptide fluorescence polarization; higher % means a stronger effect;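 active = displacement of at least 50% at 20 µM, with a fluorescence ratio check between 0.3 and a set limit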;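 also: plate controls were Siah plus tracer with DMSO for no effect and tracer alone without Siah for full effect; strong numbers were not always called active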
Myeloid diff 2 = compounds promoting myeloid differentiation. calls only at 10 µM. ER-HoxA9 myeloid progenitors, lysozyme-GFP differentiation, flow cytometry. 360,000 tested, 1% active;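 active = normalized GFP-positive differentiation at or above the plate's own cutoff, the solvent-only control mean plus 3 SD; inconclusive = no clear call, values can overlap the other calls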;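 also: cells exposed to compound for four days before flow analysis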
KOR beta-arrestin-2 = kappa opioid receptor activators – cell-based, luminescence, uHTS, primary screen (AID 1777) | activation, % at 10 µM; hits with a dose series show EC50 in µM | 280,000 tested, 0.02% active | KOR beta-arrestin recruitment, luminescence; higher % means a stronger effect; in the data active = activation above about 50%, passing the limit was not always enough; also: a part of the inactive calls stands beside numbers as strong as those of hits
NOD2 inhibition = NOD2 signaling inhibitors, cell-based, luminescence, uHTS, HEK293 (AID 1566) | HEK293 NOD2/NF-kB luciferase reporter, luminescence; higher % means a stronger effect | 290,000 tested, 0.63% active | one-dose inhibition, % at 4 µM; EC50 in µM for titrated hits; also: many of its hits are not listed in these tables
NOD1 inhibition = NOD1 signaling inhibitors, primary screen, cell-based, luminescence, uHTS (AID 1578) | inhibition, % at 4 µM, or EC50 in µM where a hit was titrated | NOD1-driven NF-kB luciferase reporter cells, luminescence; higher % means a stronger effect | 290,000 tested, 1% active; in the data active = inhibition mostly above about 36%, no sharp cut-off; inactive = mostly below about 34%;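 also: HEK-293T reporter cells stimulated with the NOD1 agonist gamma-tri-DAP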
Myeloid diff 2 GFP+ MAC1+ % = recorded beside Myeloid diff 2, whose call it bears; GFP+ MAC1+ double positive, %; measured here: differentiation confirmed by MAC1 staining
Numbers without * were called inactive; i = inactive; ? = inconclusive; nt = no result given; + = active, no number; [ ] = remark or other dose. Rule as the data show it, unless noted: active = inhibition above about 50%; inactive = the rest. These rows are one share of the data; rates above refer to the full screens.

SMILES	PhoP inhibition	HIV fusion peptide	LYP phosphatase	KOR beta-arrestin-1	Siah-1 displacement	Myeloid diff 2	Myeloid diff 2 GFP+ MAC1+ %	KOR beta-arrestin-2	NOD2 inhibition	NOD1 inhibition
CC(=O)c1ccc(NC(=O)C2CCN(S(=O)(=O)c3cccs3)CC2)cc1	2%	0.3%	-3%	35%	15%	i	0.3	5.9%	-48%	-3%
CCn1c(SCC(=O)Nc2ccc(NC(=O)c3cccs3)cc2)nnc1-c1cccnc1	1%	0.5%	-5%	-4%	3%	i	0.9	1.1%	13%	-5%
COc1cc(/C=N\NC(=O)C2CC3C=CC2C3)ccc1O (stereo not given)	11%	1.8%	1%	4%	2%	i	0.7	6.5%	4%	-43%
COc1ccc(CN(C(=O)c2ccco2)c2ccc(C)c(C)c2)cc1	-1%	1.9%	-8%	-62%[20 µM]	15%	+	2.3*	nt	-29%	27%
COc1ccccc1CNC(=O)c1cc(C(C)C)nc2ccccc12	3%	-0.4%	-9%	-37%	7%	i	2.4	2.5%	16%	-11%
CC(C)(C)c1ccc(C(=O)Nc2cccnc2)cc1	-4%	1.4%	-2%	-20%[20 µM]	3%	i	0.9	-5.9%	-96%	-62%
N#C/C(C(=O)NCc1ccccc1)=C1\SC(CCO)C(=O)N1c1ccccc1 (stereo not given)	0%	2.9%	2%	1%	-4%	i	1.1	0.1%	11%	-20%
CC(c1ccccc1)N1CC(C(=O)N2CCN(c3ccc(F)cc3)CC2)CC1=O (stereo not given)	-3%	-1.8%	-5%	-8%	5%	i	6.3	1.8%	6%	1%
COc1ccc(-c2nc(CS(=O)CC(=O)NCc3ccccc3)c(C)o2)cc1OC (stereo not given)	2%	-1.3%	-8%	8%	-7%	i	3.1	-5.6%	15%	-1%
S=C(Nc1ccc(Oc2ccccc2)cc1)Nc1cccnc1	1%	-0.1%	-4%	-27%[20 µM]	-6%	i	0.5	nt	4%	-4%
O=C(NNc1c2ccccc2nc2ccccc12)c1ccc(O)cc1O	?	1.1%	-7%	-9%	-2%	nt	nt	0.8%	-57%	-33%
COc1ccc(C(=O)NNC(=O)Cn2nnc(-c3ccc(OC)c(OC)c3)n2)cc1	3%	0.2%	-2%	-25%	3%	i	0.6	-3.2%	2%	-29%
Cc1ccc(S(=O)(=O)CCc2nc3ccccc3[nH]2)cc1	-7%	-1.4%	-2%	-33%[20 µM]	5%	i	0.8	nt	-4%	-13%
CCOC(=O)N1CCN(C(=O)C2CCN(c3ncnc4c3sc3cccc(F)c34)CC2)CC1	-9%	-0.1%	-2%	6%	-2%	i	1.2	-2.1%	31%	38%
O=[N+]([O-])c1cccc(-c2n[nH]c(=S)n2-c2ccccc2)c1	-10%	0.6%	-5%	31%	15%	nt	nt	1.7%	19%	-3%
CCn1c(CC(=O)Nc2ccc(C)c(Cl)c2)nnc1SCCOc1ccc(OC)cc1	-1%	-0.5%	-2%	-26%	-5%	i	7.8	3.5%	-20%	-9%
Cc1ccc(NC(=S)/N=C(\N)Nc2nc(C)c3ccccc3n2)cc1C	-7%	-2.3%	-8%	-47%	-7%	i	1.0	-1.8%	11%	-29%
COc1ccc2oc(C(=O)NCc3cc(OC)c(OC)cc3OC)c(C)c2c1	6%	-0.3%	-5%	-28%	5%	i	1.0	-1.8%	42%	17%
CCc1nnc(N/N=C/c2c(Cl)cccc2Cl)n1N	6%	-3.0%	-2%	12%	3%	i	1.5	3.6%	7%	4%
COC(=O)c1ccc(Oc2c(C(F)(F)F)oc3c(CN4CCN(C)CC4)c(O)ccc3c2=O)cc1	-4%	0.7%	-4%	-24%	-8%	i	1.2	7.6%	5%	20%
Cc1ccc(Cl)c(OCCCCN(C)Cc2ccccc2)c1	4%	2.2%	1%	-4%	2%	i	0.3	0.7%	8%	2%
Cc1c(C(=O)N2CCN(c3ccc(C(F)(F)F)cn3)CC2)oc2ccccc12	13%	1.1%	-3%	-15%	4%	i	1.1	2.9%	13%	15%
Cc1ccc(-n2c(-c3ccccc3)cc(/C=N/NC(=O)CC#N)c2-c2ccccc2)cc1	-1%	0.1%	9%	0%	-3%	nt	nt	5.6%	-2%	35%
Cc1ccc(-n2c(-c3ccncc3)n[nH]c2=S)cc1	6%	2.1%	-4%	-2%	13%	i	0.1	-6.4%	11%	-25%
O=C(CSc1nc2ccccc2s1)NC1CCCc2ccccc21 (stereo not given)	-10%	0.1%	-8%	-8%	2%	i	0.3	-2.0%	4%	0%
CCN(CC)S(=O)(=O)c1ccc(-c2nnc(SCC(=O)N3c4ccccc4CC3C)n2CC)cc1 (stereo not given)	5%	-0.4%	0%	11%	9%	i	0.9	6.9%	15%	-1%
CCOC(=O)N1CCN(c2nc(C)cc(C(F)(F)F)n2)CC1	2%	0.6%	3%	13%	4%	i	1.2	1.2%	-25%	-27%
COc1ccc(C)cc1NC(=O)CN(C)S(=O)(=O)c1cccs1	-1%	1.2%	-9%	9%	3%	i	0.7	-5.9%	-4%	-6%
Cc1ccc(NC(=O)Nc2nnc(Cc3ccc([N+](=O)[O-])cc3)s2)cc1	-8%	-0.9%	-7%	3%	6%	i	0.4	-4.6%	-110%	-15%
COc1ccc(NC(=O)/C(C#N)=C/c2ccc(-c3ccccc3C(=O)O)o2)cc1	-3%	0.7%	-10%	6%	10%	i	0.6	-6.7%	1%	-26%

A different layout for 10 compounds above.
The line under a structure holds: PhoP inhibition	HIV fusion peptide	LYP phosphatase	KOR beta-arrestin-1	Siah-1 displacement	Myeloid diff 2	Myeloid diff 2 GFP+ MAC1+ %	KOR beta-arrestin-2	NOD2 inhibition	NOD1 inhibition
> CCn1c(CC(=O)Nc2ccc(C)c(Cl)c2)nnc1SCCOc1ccc(OC)cc1
    -1%	-0.5%	-2%	-26%	-5%	i	7.8	3.5%	-20%	-9%
> Cc1ccc(NC(=S)/N=C(\N)Nc2nc(C)c3ccccc3n2)cc1C
    -7%	-2.3%	-8%	-47%	-7%	i	1.0	-1.8%	11%	-29%
> COc1ccc2oc(C(=O)NCc3cc(OC)c(OC)cc3OC)c(C)c2c1
    6%	-0.3%	-5%	-28%	5%	i	1.0	-1.8%	42%	17%
> CCc1nnc(N/N=C/c2c(Cl)cccc2Cl)n1N
    6%	-3.0%	-2%	12%	3%	i	1.5	3.6%	7%	4%
> COC(=O)c1ccc(Oc2c(C(F)(F)F)oc3c(CN4CCN(C)CC4)c(O)ccc3c2=O)cc1
    -4%	0.7%	-4%	-24%	-8%	i	1.2	7.6%	5%	20%
> Cc1ccc(Cl)c(OCCCCN(C)Cc2ccccc2)c1
    4%	2.2%	1%	-4%	2%	i	0.3	0.7%	8%	2%
> Cc1c(C(=O)N2CCN(c3ccc(C(F)(F)F)cn3)CC2)oc2ccccc12
    13%	1.1%	-3%	-15%	4%	i	1.1	2.9%	13%	15%
> Cc1ccc(-n2c(-c3ccccc3)cc(/C=N/NC(=O)CC#N)c2-c2ccccc2)cc1
    -1%	0.1%	9%	0%	-3%	nt	nt	5.6%	-2%	35%
> Cc1ccc(-n2c(-c3ccncc3)n[nH]c2=S)cc1
    6%	2.1%	-4%	-2%	13%	i	0.1	-6.4%	11%	-25%
> O=C(CSc1nc2ccccc2s1)NC1CCCc2ccccc21 (stereo not given)
    -10%	0.1%	-8%	-8%	2%	i	0.3	-2.0%	4%	0%

(cont.)
SMILES	PhoP inhibition	HIV fusion peptide	LYP phosphatase	KOR beta-arrestin-1	Siah-1 displacement	Myeloid diff 2	Myeloid diff 2 GFP+ MAC1+ %	KOR beta-arrestin-2	NOD2 inhibition	NOD1 inhibition
Cc1ccc(C)c(S(=O)(=O)N2CCN(CC(=O)Nc3ccc4c(c3)OCCO4)CC2)c1	-1%	-1.1%	-6%	-22%	1%	i	0.4	-1.0%	8%	-1%
Cc1cc(Cl)ccc1OCCCC(=O)NO	-7%	0.8%	-1%	-11%	2%	i	0.9	2.1%	-64%	-9%
O=C(c1ccco1)N1CCN(S(=O)(=O)c2ccc(Oc3ccccc3)cc2)CC1	0%	-0.2%	2%	15%	2%	i	6.1	-3.3%	-1%	24%
C=CCSc1nc2ccccc2c(=O)n1C1CCOC(C)(C)C1 (stereo not given)	-6%	-0.2%	-6%	17%	10%	i	0.3	-1.7%	18%	-3%
Cc1ccc(C(=O)N/C(=C\c2cn(C)c3ccccc23)C(=O)NCCN2CCOCC2)cc1	-9%	1.4%	4%	-6%	-4%	i	1.7	3.4%	-8%	-17%
COc1cccc(/C=N/N2CCN(Cc3ccccc3)CC2)c1O	8%	-0.8%	-7%	-21%	-3%	i	0.4	1.1%	-14%	-24%
CC(C)(C)OC(=O)COc1ccc(/C=N/NC(=O)CN2CCCCC2)cc1	nt	0.3%	-6%	9%	4%	i	0.4	-2.2%	-24%	-1%
C=CCNc1nc(N)c(C(=C(C#N)C#N)c2ccccc2)s1	15%	0.4%	-6%	22%	6%	i	0.6	-4.2%	-9%	-26%
CCOc1ccccc1Nc1ccnc2cc(Cl)ccc12	-4%	-1.2%	-1%	-96%[20 µM]	0%	i	0.3	-1.7%	-21%	24%
COc1cccc(CN(CC2CCCO2)C(=O)c2cc3ccccc3oc2=O)c1 (stereo not given)	7%	0.2%	-7%	2%	16%	i	0.1	-1.0%	-16%	-25%
CCn1c(CSCc2ccc(F)cc2)nnc1SCC(=O)N1CCN(c2ccccc2)CC1	-3%	-1.4%	-9%	-46%	2%	i	0.7	4.0%	-12%	9%
COc1ccc(S(=O)(=O)N2CCCC(C(=O)NCc3ccc4c(c3)OCO4)C2)cc1 (stereo not given)	-6%	1.1%	-10%	-11%	13%	i	0.2	1.3%	-7%	-3%
COc1ccc(-c2cc3ccccc3s2)cc1[C@H]1[C@H]2C=CC[C@@H](C)[C@@H]2C(=O)N1Cc1ccccc1	-5%	2.0%	0%	21%	1%	i	2.5	0.0%	-98%	2%
CCn1c(SCC(=O)Nc2ccccc2F)nnc1-c1ccoc1C	-1%	1.0%	-5%	0%	14%	i	1.4	-1.3%	24%	-26%
C=CCNCCCCOc1cccc(Br)c1	2%	-1.5%	-11%	-5%	-5%	i	0.6	5.8%	-21%	11%
Cc1cc(S(=O)(=O)N2CCN(c3ncccn3)CC2)ccc1-n1cnnn1	-8%	0.9%	-1%	36%	-2%	i	1.0	1.0%	-6%	-47%
Cc1cc(NC(=O)/C=C/c2ccco2)ccc1NC(=O)c1ccccc1	-4%	0.9%	0%	23%[20 µM]	-10%	i	0.9	-1.2%	33%	11%
C/C(=N\OCC(=O)NC12CC3CC(CC(C3)C1)C2)c1cc2ccccc2o1	-11%	-0.2%	9%	-30%	3%	i	0.6	-0.9%	-8%	-12%
O=S(=O)(Nc1ccc(Cl)cn1)c1ccc(F)cc1	1%	-0.7%	-4%	-31%[20 µM]	-1%	i	0.2	11%	4%	-6%
CC(C)Sc1sc(C(=O)O)c(-c2ccc(Cl)cc2)c1C#N	0%	16%	-2%	22%	-2%	i	1.1	0.9%	21%	3%
CCn1c(=O)c(C(=O)CN2c3ccccc3CC2C)c(N)n(Cc2ccccc2)c1=O (stereo not given)	14%	6.0%	1%	-15%	32%	i	1.4	0.4%	-1%	-30%
